INS promoter inh: TRM-6 insulin promoter activity inhibition; inhibition, % at 2 µM; TRM-6 cells (human fetal islet line), insulin promoter-eGFP reporter, imaging; reporter expression induced with tamoxifen; 0.9% of 130,000 active;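 active = inhibition above the mean plus 3 SD, with well images judged a real hit on visual review, cut at about 60% in these data, passing the limit was not always enough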
sdo1 growth: sdo1-depleted yeast growth rescue; S. cerevisiae sdo1-depleted JHY4D growth rescue, OD600 30 h; active compounds read high; pdr5 snq2 efflux-pump mutant strain; 0.21% of 140,000 active; z-score at 10 µM;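 active = z-score above 3 at both the 24 hr and the 30 hr optical density reads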;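 also: z-score against mean and SD of all compound wells on the same plate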
sdo1 growth Rescue 24 h: also measured in sdo1 growth; calls as there; z-score; S. cerevisiae sdo1-depleted JHY4D growth rescue, OD600; measured here: growth rescue at 24 h;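 0 is the plate mean of compound wells and units are plate SD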
An asterisk follows results filed as active; x = no result given. This is a subset. The share of hits here may be higher or lower than overall.

Values run as follows: INS promoter inh, sdo1 growth, sdo1 growth Rescue 24 h
Cc1ccc(N(C(=O)Cn2nnc3ccccc32)C(C(=O)NCc2ccco2)c2cccnc2)cc1 (configuration not stated)
 : x, -0.43, -0.66
S=C(NCC1CCCO1)N1CCN(c2ccc(Cl)c(Cl)c2)CC1 (configuration not stated)
 : -15.8, x, x
CCOC(=O)c1cnc2c(C)cccc2c1NCc1ccco1
 : 67.9*, -0.26, -0.04
O=C(Cn1nnc2ccccc21)N/N=C\C=C\c1ccccc1
 : -13.8, 0.67, 0
CCCCN1C(=O)C(O)=C(C(C)=O)C1c1ccc(OC)cc1OC (configuration not stated)
 : x, 0.65, 1.27
CCCCCSc1nnc(-c2cc(Br)ccc2N)c(=O)[nH]1
 : 0.0, -1.46, -1.33
FC(F)(F)c1cc(-c2cccs2)nc(-n2cc(Cl)cn2)n1
 : -32.3, -0.77, -0.07
CCOc1ccc(-c2csc(Cn3c(CN4CCN(C)CC4)nc4ccccc4c3=O)n2)cc1
 : x, -0.04, 0.11
CCOC(=O)C1C(=O)NC(C)C1c1ccccc1 (configuration not stated)
 : x, 0.47, -0.3
CSc1nc2c(c(-c3ccccc3)c1C#N)CCC2
 : -411.1, x, x
COc1ccc(Cl)cc1-c1n[nH]c(=S)n1C1CCCCC1
 : 9.7, -0.19, -0.19
C=CCOc1ccc2c(c1)C(=NO)c1cc(OCC=C)ccc1-2
 : 9.7, -1.01, -0.57
O=C(CN1C(=O)c2ccccc2S1(=O)=O)NCc1ccccc1Cl
 : x, -0.01, -0.57
O=C(Nc1ccccc1F)Nc1ccccc1F
 : 15.8, x, x
Cc1ccc(OCC(=O)N/N=C/C=C/c2ccco2)cc1C
 : -57.6, 0.39, -0.02
CSc1cnn(Cc2ccccc2)c(=O)c1SCc1ccccc1
 : 20.0, -0.88, -0.85
CC1CN(S(=O)(=O)c2ccc(NC(=O)c3cc(-c4ccccc4O)n[nH]3)cc2)CC(C)O1 (configuration not stated)
 : x, -0.13, -0.19
Cn1c2c(c(=O)n(C)c1=O)[C@@]1(C(=O)Nc3ccccc31)C(C#N)=C(N)O2
 : x, -1.47, -1.76
Cc1cccc(C(=O)c2c(N)sc3c2CCCC3)c1
 : -52.9, 0.97, 1.39
O=C(COc1nnc2ccccn12)N1CCN(S(=O)(=O)c2ccccc2)CC1
 : -62.9, x, x

An excerpt of these results, field by field.
C=CCOc1ccc2c(c1)C(=NO)c1cc(OCC=C)ccc1-2
  INS promoter inh: 9.7; sdo1 growth: -1.01; sdo1 growth Rescue 24 h: -0.57
O=C(CN1C(=O)c2ccccc2S1(=O)=O)NCc1ccccc1Cl
  INS promoter inh: x; sdo1 growth: -0.01; sdo1 growth Rescue 24 h: -0.57

Later entries
Values run as follows: INS promoter inh, sdo1 growth, sdo1 growth Rescue 24 h
Cc1ccc(C(=O)c2cc3ccccc3o2)cc1[N+](=O)[O-]
 : -20.0, x, x
CC1CCN(c2oc(-c3ccccc3F)nc2C#N)CC1
 : x, -2.11, -1.92
COCCNC(=O)CN1CCC(NC(=O)c2ccco2)CC1
 : -12.5, x, x
COc1ccc(Cl)cc1NC(=O)NCCCl
 : -35.9, 0.54, -0.81
O=C(CN1c2cccc3cccc(c23)S1(=O)=O)NCc1ccc2c(c1)OCO2
 : 25.7, -0.76, -0.07
Cc1ccc(C)c(NC(=O)/C(C#N)=C/c2ccc(Sc3nncn3C)c([N+](=O)[O-])c2)c1
 : -13.3, 0.28, 2.3
Cc1ccc2c(c1)N(C(C)C(=O)NCCc1ccccc1)C(=O)CO2 (configuration not stated)
 : 53.9, -0.48, 0.06
Cc1cc(C)nc(N2CCCC(C(=O)NCc3cccs3)C2)n1 (configuration not stated)
 : 21.4, 0.45, 0.76
Nc1ccc(O)c2c1C(=O)c1ccccc1C2=O
 : -13.6, -0.75, 1.09
Cc1ccc(-c2ccc(=O)[nH]n2)cc1
 : 39.5, 0.38, -0.59
COc1ccc(/C=N/NC(=O)CCc2ccccc2)cc1O
 : 0.0, -0.15, -0.56
O=C(COC(=O)CC1CC2CCC1C2)Nc1c(F)cccc1F (configuration not stated)
 : 0.0, x, x
CC(C)(C)NC(=O)CN1CCC(O)(c2ccccc2)CC1
 : -8.6, 0.65, 0.72
CCN(CCCNC(=O)COc1cc(=O)n(CC)c2ccccc12)c1ccccc1
 : -63.6, -1.32, -1.56
COc1ccc(N(CC(=O)Nc2cccc(C)c2C)S(=O)(=O)c2c(C)n[nH]c2C)cc1
 : x, 0.71, 0.2
O=C(NNC(=O)c1sccc1-n1cccc1)Nc1ccc(F)cc1
 : 13.3, x, x
O=C(c1ccccc1Cl)N1CCc2ccccc2C1
 : -71.4, -0.98, -0.83
COc1ccc(-c2c(C)oc3c(CN4CCCCC4C)c(O)ccc3c2=O)cc1OC (configuration not stated)
 : 14.3, 0.44, 0.19
CNc1cnn(-c2ccc(C)cc2)c(=O)c1Cl
 : 28.6, 0.07, -0.79
CC(CNC(=O)C(=O)NC(C)CCc1ccccc1)Cc1ccccc1 (configuration not stated)
 : x, -0.99, -0.02

Sorted by heavy-atom count (largest number first): some entries from above
Values run as follows: INS promoter inh, sdo1 growth, sdo1 growth Rescue 24 h
COc1ccc(-c2c(C)oc3c(CN4CCCCC4C)c(O)ccc3c2=O)cc1OC (configuration not stated)
 : 14.3, 0.44, 0.19
CC(CNC(=O)C(=O)NC(C)CCc1ccccc1)Cc1ccccc1 (configuration not stated)
 : x, -0.99, -0.02
O=C(COC(=O)CC1CC2CCC1C2)Nc1c(F)cccc1F (configuration not stated)
 : 0.0, x, x
COc1ccc(/C=N/NC(=O)CCc2ccccc2)cc1O
 : 0.0, -0.15, -0.56
CC(C)(C)NC(=O)CN1CCC(O)(c2ccccc2)CC1
 : -8.6, 0.65, 0.72

Later entries
Values run as follows: INS promoter inh, sdo1 growth, sdo1 growth Rescue 24 h
COc1ccc(C(=O)C2CCCN(Cc3cccn3-c3ccccn3)C2)c(C)c1 (configuration not stated)
 : -33.3, x, x
COc1ccc(OC)c(NC(=S)N2CCN(c3ccccn3)CC2)c1
 : x, 1.67, 1.76
Oc1oc(-c2ccccc2)nc1/C=N/c1nccs1
 : 29.6, 0.45, -0.4
O=C(c1ccc(CS(=O)(=O)c2ccc(Br)cc2)o1)N1CCCCCC1
 : x, -0.42, -0.17
COc1ccc2nc(/N=C/c3c(C)[nH]n(-c4ccc(C)cc4C)c3=O)sc2c1
 : 0.0, 0.55, 0.75
CN(C)C(=O)C(CCN1CCC(O)(c2ccc(Cl)cc2)CC1)(c1ccccc1)c1ccccc1
 : -18.2, 0.14, -0.08
COC(=O)c1ccc(OC)cc1OCC(=O)N1CCN(c2ccc(F)cc2)CC1
 : x, -0.78, -0.52
CCOC(=O)c1ccc(CNC(=O)CSc2nnnn2-c2ccc(Cl)cc2)o1
 : -50.0, 0.74, -0.11
COc1cc(C(=O)Nc2ccc(Br)cc2C(=O)c2cc(OC)c(OC)c(OC)c2)cc(OC)c1OC
 : x, 0.2, 1.44
O=C(Nc1ncc(Cc2cccc(Cl)c2Cl)s1)c1ccc([N+](=O)[O-])cc1
 : -7.3, -1.6, -0.93
CCSc1nnc2nc3[nH]c4c(C)cccc4c3nn12
 : -12.5, x, x
CCCCOc1ccc(-c2c(C#N)c(N)nc(SCC(N)=O)c2C#N)cc1
 : x, -1.53, -1.24
N#Cc1cc2c(=O)n3ccccc3nc2n(-c2ccccc2Cl)c1=O
 : -61.1, x, x
CC(=O)NS(=O)(=O)c1ccc(NC(=O)C(Sc2ccccc2)c2ccccc2)cc1 (configuration not stated)
 : 0.0, 0.67, 0.61
CCOc1ccccc1C(=O)NC(C(=O)OCC(=O)Nc1nnc(-c2ccccc2)o1)C(C)C (configuration not stated)
 : x, 0.41, 0.08
O=C(NCc1ccccc1)c1cc(S(=O)(=O)N2CCCCC2)ccc1N1CCOCC1
 : -35.3, x, x
Cc1ccc(/C=C2/CCc3c([nH]c4ccccc34)C2=O)cc1
 : -16.1, 0.58, 0.94
Cc1ccc(-c2cc(C(=O)Nc3ccc(S(=O)(=O)Nc4cc(C)on4)cc3)c3ccccc3n2)c(C)c1
 : x, 1.31, -0.14
COC(=O)c1ccc(CSc2nnc(NC(=O)C3CC(=O)N(c4ccc5c(c4)OCCO5)C3)s2)cc1 (configuration not stated)
 : x, -1.17, -1.12
O=C1OC(Nc2ccc3ncccc3c2)c2ccccc21 (configuration not stated)
 : 19.4, 0.46, 0.29
COc1ccc(-c2onc(C)c2-c2ccc(C(=O)OC(C)C)o2)c(O)c1
 : -3.2, -2.22, -1.81
Cc1ccc(OCC(=O)Nc2ccc3c(c2)OCCO3)cc1C
 : 37.5, x, x
COc1cc(OC)cc(-n2nnnc2SCC(=O)NC2CCCC2)c1
 : -7.1, 1.55, 1.97
O=C(NC1=NCCS1)c1ccc(Cl)c(S(=O)(=O)N2CCCC2)c1
 : 13.3, x, x
CC(C)c1nc(SCC(=O)Nc2cccc(S(N)(=O)=O)c2)n[nH]1
 : -8.7, 0.15, -0.32
c1ccc2nc3c(nc2c1)CCc1nonc1-3
 : x, 0.47, 0.31
CS(=O)(=O)N(CC(=O)N1CCCCC1)Cc1ccc(Cl)cc1
 : -5.3, 0.39, -0.15
COc1ccc(OC)c(Nc2nc(-c3sc(N)nc3C)cs2)c1
 : 56.2, -1.43, -0.8
O=C(NCC1CCCO1)c1nn2cccnc2c1Cl (configuration not stated)
 : 27.3, 1.04, 1.17
Cc1ccc(-n2ncc3c(=O)n(Cc4ccccn4)cnc32)cc1C
 : 11.4, -0.83, -1.32

Later entries
canonical_smiles,INS promoter inh,sdo1 growth,sdo1 growth Rescue 24 h
COc1cc(/C=C(\C#N)c2nnc(N3CCOCC3)n2-c2ccccc2)ccc1O,x,0.84,0.85
Cc1nn(S(=O)(=O)c2cccc([N+](=O)[O-])c2)c(C)c1Br,-50.0,x,x
Cc1nnsc1C(=O)Nc1cc(Cl)ccc1Cl,56.2,-0.67,-0.31
COc1ccc(C2CC(c3ccc(Br)cc3)=NN2C(=O)CSC2=NCCS2)cc1 (configuration not stated),-3.3,-0.74,-0.48
CCC1C(=O)N(c2nc(C)cc(C)n2)N=C1C (configuration not stated),-4.2,1.02,1.01
O=C(N/N=C/c1ccc([N+](=O)[O-])s1)c1ccncc1,x,-0.43,-0.28
O=S(=O)(Nc1ncnc2sc3c(c12)CCC3)c1ccc2ccccc2c1,-2.9,-0.54,0.08
CC(C)Oc1ccc(CC2CC(=O)NC2=O)cc1 (configuration not stated),9.1,0.83,-0.06
CCOC(=O)Cc1csc(NC(=O)c2ccc(S(=O)(=O)N(CCOC)CCOC)cc2)n1,-61.5,x,x
O=C(Nc1cccnc1)c1ccc(-c2ccc(Cl)cc2)o1,6.2,x,x
COc1ccc(Cl)cc1C(=O)CSc1nnnn1C1CCCC1,7.1,-0.49,0.66
CCC(CCC(=O)Nc1ccc(S(N)(=O)=O)cc1)C(=O)O (configuration not stated),-10.5,1.36,1.14
O=C(c1ccco1)N1CCN(C(=O)C2CC(c3ccc(F)cc3)=NO2)CC1 (configuration not stated),10.0,0.8,0.37
Cc1cccc(C(=O)Nc2nnc(-c3ccco3)o2)c1,x,-0.99,-0.71
O=C(Cn1[nH]c(=O)c2ccccc2c1=O)NCc1cccnc1,x,0.46,0.06
CC1=C(C(=O)OC2CCCCCCC2)C(c2cccc(O)c2)NC(=O)N1 (configuration not stated),x,-0.04,-0.34
CC(C)N=C(Nc1ccc(Cl)cc1)c1cccnc1,13.3,-0.1,0.25
CCOC(=O)C1CCN(c2c(-c3ccccc3)c3cc(Cl)ccc3[nH]c2=O)CC1,x,-0.22,-0.01
Fc1ccc(Nc2nc(N/N=C/c3ccco3)nc(N3CCCCC3)n2)cc1,33.3,x,x
Brc1ccc2c(c1)OCCOCCOCCOCCOCCO2,x,0.55,0.88
CCc1nc(NCCN2CCOCC2)c(C#N)c2c1CCCC2,-7.1,-0.35,-0.34
CC/C(C)=N\N=C\c1c(O)n(CC)c2cc(C3=NNC(=O)CC3)ccc12,16.7,-0.37,-0.1
CCN(CC)S(=O)(=O)c1ccc(N=N/C(C(C)=O)=C(/C)O)cc1,-12.7,-0.16,-0.67
CCCC(O)(c1ccc(OC)cc1)C(CN(C)C)c1ccccc1 (configuration not stated),x,0.02,-0.49
O=C(/C=C/c1ccccc1Cl)N1CCCN(C(=O)/C=C/c2ccccc2Cl)CC1,x,-0.52,-0.33
COc1ccc(Cl)cc1-n1c(C)cc(C=O)c1C,3.5,-0.78,-1.05
C=CCOc1cccc(C2c3c(oc4ccccc4c3=O)C(=O)N2c2ccccn2)c1 (configuration not stated),x,-1.53,-0.92
N#Cc1nc(COc2ccccc2F)oc1NCc1ccc(F)cc1,x,-1.96,-1.06
COc1ccc(N2CCN(C(=O)c3ccc4c(=O)n(CC5CCCO5)c(=O)[nH]c4c3)CC2)cc1 (configuration not stated),x,-1.14,-1.66
COC(=O)c1cc2nc(-c3ccc(OC)c(OC)c3)cc(C(F)(F)F)n2n1,x,-1.41,-1.34
Cc1ccc(SC(CC(=O)c2ccc(C(C)(C)C)cc2)C(=O)O)cc1 (configuration not stated),0.0,x,x

Compound activity: PubChem, several laboratories
